TRPC4 potent – TRPC4 (mouse) allosteric potentiation. Q9QUQ5. HEK293 TRPC4beta/mu-opioid, DAMGO EC20, Fluo-4 Ca2+ flux; active compounds read high. B-score at 10 µM. hit rate 0.42% among 310,000;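 active = B-score of calcium response area above 5 SD of library B-scores, with initial fluorescence ratio within 5 SD of library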;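 also: B-score of integrated fluorescence ratio over time as area under calcium response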
KCNK3 block – human KCNK3 channel inhibition, primary screen | CHO-KCNK3 thallium flux, FluxOR fluorescence; active compounds read low | B-score at 10 µM | hit rate 0.84% among 340,000;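 active = B-score under library mean minus 4 SD, starting fluorescence ratio at most library mean plus 5 SD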;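 also: more negative B-score means stronger inhibition of thallium flux through KCNK3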
TRPC4 act – activators of mouse TRPC4 channel; Q9QUQ5; HEK293 TRPC4beta/mu-opioid, Fluo4 calcium fluorescence; active compounds read high; hit rate 0.49% among 310,000; B-score at 10 µM; AID 2237;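 active = B-score above 5 SD of library B-scores, and initial fluorescence ratio not above library mean plus 5 SD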;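 also: positive B-score marks a calcium rise read as TRPC4 activation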
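Material: TRPC4beta and mu-opioid receptor HEK293 stable cells | Incubation: 45 min room-temperature Fluo4 loading, 110 s read | Detection: Kinetic Fluo4 calcium fluorescence | Measure: Integrated baseline-normalised fluorescence ratio, converted to per-well B score | Benchmarks: Low control buffer alone, high control maximal DAMGO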
TMEM16A act – activators or potentiators of mouse TMEM16A chloride channel | B-score at 10 µM | hit rate 0.3% among 340,000 | HEK293 TMEM16A/YFP-H148Q/I152L, iodide quench fluorescence; active compounds read low | AID 623877 | Q8BHY3;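 active = fluorescence-ratio B-score plate-corrected deviation score at least 3 library SD below zero, with starting fluorescence score within 5 deviations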;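 also: channel opened by trigger with iodide after compound preincubation; score built on the fluorescence ratio of max minus min over baseline; more negative score means more quench and so TMEM16A activation or potentiation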
HDAC3 inhib – human HDAC3 inhibition; recombinant HDAC3, fluorogenic peptide/trypsin coupled, fluorescence; inhibition, % at 8.3 µM; hit rate 0.15% among 320,000; AID 2718; in the data active = inhibition above about 26%, passing the limit was not always enough; inconclusive = no clear call, values can overlap the other calls
Target sequence (O15379 whole entry, looked up): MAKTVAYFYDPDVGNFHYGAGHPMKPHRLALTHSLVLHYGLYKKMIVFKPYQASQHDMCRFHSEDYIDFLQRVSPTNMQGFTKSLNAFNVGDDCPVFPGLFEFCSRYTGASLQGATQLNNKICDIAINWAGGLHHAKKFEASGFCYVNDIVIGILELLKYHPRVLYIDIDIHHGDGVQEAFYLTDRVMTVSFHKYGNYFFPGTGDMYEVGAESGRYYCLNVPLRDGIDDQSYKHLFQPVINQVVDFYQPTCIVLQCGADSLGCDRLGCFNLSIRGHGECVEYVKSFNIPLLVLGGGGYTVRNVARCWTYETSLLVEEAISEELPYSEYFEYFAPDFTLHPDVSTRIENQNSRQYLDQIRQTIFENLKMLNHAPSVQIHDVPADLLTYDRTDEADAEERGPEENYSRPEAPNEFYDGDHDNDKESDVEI
KCNQ1 inh – human KCNQ1 channel inhibition. CHO-K1 KCNQ1, FluxOR thallium flux fluorescence; active compounds read high. P51787. hit rate 1.3% among 310,000. B-score at 10 µM;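 active = compounds whose thallium flux B-score, printed positive for inhibition, exceeds three library SD while starting fluorescence stays within three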;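 also: channel opened by potassium depolarization with thallium stimulus after 20 min compound exposure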
KCNQ1 pot – human KCNQ1 channel potentiation or activation; B-score at 10 µM; hit rate 0.35% among 310,000; P51787; CHO-K1 KCNQ1, thallium flux FluxOR fluorescence; active compounds read high;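 active = fluorescence ratio B-score, a plate-corrected score, at least three library SD, with initial intensity B-score within 5 SD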
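Test system: CHO-K1 cells stably expressing KCNQ1 / Medium: assay buffer / Also added: depolarizing K+/Tl+ stimulus, K2SO4 and Tl2SO4 each 12.5 mM in 5x stock / Incubation: 90 min dye loading and 20 min compound exposure, both at room temperature / Signal: thallium influx via FluxOR fluorescence, kinetic imaging / Evaluation: B score of baseline-normalized fluorescence ratio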
KCNK9 block – human KCNK9 channel inhibition. HEK293 KCNK9, FluxOR thallium flux fluorescence; active compounds read low. B-score at 10 µM. hit rate 1.2% among 310,000;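 active = ratio B-score over 3 SD below the library mean, with starting fluorescence within 5 SD of its mean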;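 also: negative B-score means less thallium flux so channel inhibition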
Target sequence (Q9NPC2 whole entry, looked up): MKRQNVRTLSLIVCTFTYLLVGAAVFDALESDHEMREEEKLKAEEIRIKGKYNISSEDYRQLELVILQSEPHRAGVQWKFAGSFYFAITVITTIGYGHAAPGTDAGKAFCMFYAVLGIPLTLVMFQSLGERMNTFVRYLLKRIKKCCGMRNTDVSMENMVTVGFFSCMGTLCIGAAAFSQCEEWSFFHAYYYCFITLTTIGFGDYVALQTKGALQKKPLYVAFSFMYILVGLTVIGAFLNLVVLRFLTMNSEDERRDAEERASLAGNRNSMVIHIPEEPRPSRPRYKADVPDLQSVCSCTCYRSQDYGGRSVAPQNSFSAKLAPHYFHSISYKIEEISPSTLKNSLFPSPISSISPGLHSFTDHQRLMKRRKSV
ANO1 block – mouse TMEM16A channel inhibition, primary screen; Q8BHY3; HEK293 TMEM16A/YFP iodide influx fluorescence, ionomycin; normalized B-score (activity score, 25-100; higher = stronger inhibition) at 10 µM; hit rate 1.2% among 310,000;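 active = ratio plate-corrected score three or more library SD toward inhibition, starting fluorescence score within five deviations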;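 also: score derived from kinetic fluorescence span divided by baseline fluorescence per well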
DYRK1A inh – inhibitors of rat Dyrk1A kinase; ADP-Glo luminescence, NFATc1 peptide; inhibition, % at 12.5 µM; hit rate 0.43% among 310,000; AID 504441; in the data active = inhibition above about 50%;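 also: plate controls were vehicle with enzyme for no effect and no enzyme for full effect; many of its hits are not listed in these tables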
hERG rescue – hERG (human) protection from proarrhythmic block | hit rate 0.51% among 310,000 | activation (rescue from dofetilide block), less the hit threshold, % at 10 µM | CHO-hERG, FluxOR thallium flux, dofetilide IC70 present | Q12809 | AID 1511;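 active = activation above the mean of controls blocked by dofetilide plus 5 SD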;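 also: thallium influx through hERG after potassium depolarization seen as dye fluorescence rise; in these data hits start at about 4.7%; inactives centre near -7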
An asterisk follows results filed as active; i = inactive; u = inconclusive; x = no result given.

SMILES	TRPC4 potent	KCNK3 block	TRPC4 act	TMEM16A act	HDAC3 inhib	KCNQ1 inh	KCNQ1 pot	KCNK9 block	ANO1 block	DYRK1A inh	hERG rescue
COC(=O)C1=C(c2ccccc2)C[C@@H]2CC[C@H]1N2C(=O)N1CCC(C)CC1	i	i	i	i	-2	i	i	i	i	-4	-7
Cc1cccn2c(=O)c3c(nc12)N1CCCCC1C1(C3)C(=O)N(C)C(=O)N(C)C1=O (centres undefined)	i	i	i	i	-8	i	i	i	i	x	-6
Cc1ccc(N2C(=O)NC(=O)/C(=C\c3ccc([N+](=O)[O-])o3)C2=O)cc1	i	x	i	x	5	i	i	i	i	x	-6
COc1cc(C=C2C(=O)NC(=O)NC2=O)ccc1O	i	i	i	i	5	i	i	i	i	0	-9
O=C(O)C(Cl)Cl	i	x	i	x	0	i	i	i	i	x	-4
COc1ccc(CCC(=O)N2C[C@H]3C[C@@H](C2)c2cccc(=O)n2C3)cc1	i	i	i	i	-1	i	i	i	i	-1	-5
Cc1ccccc1-n1c(O)c(/C=C2/C(c3ccccc3)=Nc3ccccc32)c(=O)[nH]c1=O	i	i	i	i	u	i	i	i	i	2	-6
COC(=O)C(O)(c1c[nH]c2ccccc12)C(F)(F)F (centres undefined)	i	i	i	i	-3	i	i	i	i	2	-2
COc1ccccc1OCCCn1cc(C(=O)c2ccco2)c2ccccc21	i	i	i	i	0	i	i	-9.8*	i	4	-10
CN(CCc1ccccc1)Cc1ccccc1[N+](=O)[O-]	i	i	i	i	3	i	i	i	i	8	-4
Cc1ccc(C)c(CN2CCC(n3nnc4cc(F)ccc43)CC2)c1	i	i	i	i	x	i	i	i	i	-10	-11
O=c1[nH]c(=O)n(-c2cccc3ccccc23)c(O)c1C=NCc1ccc2c(c1)OCO2	i	i	i	i	3	i	i	i	i	-3	-10
CCCCCn1c(=O)c(C(=O)Nc2ccccn2)c(O)c2ccccc21	i	i	i	i	-5	i	i	-7.4*	i	5	-4
COc1ccc(-n2c(Cc3cccc([N+](=O)[O-])c3)nc3ccccc3c2=O)cc1	i	i	i	i	2	i	i	i	i	6	-6
O=c1[nH]c(CN2CC=C(c3ccccc3)CC2)nc2scc(-c3cccs3)c12	i	i	i	i	-2	i	i	i	i	-6	-10
O=C(CN1CC=C(c2ccccc2)CC1)NC(=O)NC1CCCCC1	i	i	i	i	4	i	i	i	i	3	-9
O=c1c2ccccc2nc(-c2ccccc2)n1-n1cccc1	i	i	i	i	3	i	i	i	i	-6	-11
COc1ccc(-n2c(O)c(C(C)=NCC3CCCO3)c(=O)[nH]c2=O)cc1 (centres undefined)	i	i	i	i	-1	i	i	i	i	-1	-5
CCn1cc(C=C2C(=O)N(C)C(=O)N(C)C2=O)c2ccccc21	i	i	i	i	-5	i	i	i	i	13	-4
COCCNC(=O)c1c(NC(=O)c2ccco2)n(Cc2ccccc2)c2nc3ccccc3nc12	i	i	i	i	-40	i	i	i	i	-2	-7
CC(=O)N(C1=NCCCS1)c1ccccc1F	i	i	44*	i	-2	i	i	i	i	-7	-9
CC(=O)c1c(O)n(C2CCCCCC2)c(=O)[nH]c1=O	i	i	i	i	11	i	i	i	i	-2	-1
Cn1c(=O)cc(SCC(=O)N2CCC3(CC2)OCCO3)c2ccc(Cl)cc21	x	i	x	i	-1	x	x	x	i	3	x
Nc1ccccc1C(=O)OCC(=O)c1ccc2c(c1)OCCO2	i	i	i	i	5	i	i	i	i	-1	-19
Clc1ccc(C2NCCc3[nH]cnc32)cc1 (centres undefined)	i	i	i	i	x	i	i	i	i	1	-18
The results go on:
SMILES	TRPC4 potent	KCNK3 block	TRPC4 act	TMEM16A act	HDAC3 inhib	KCNQ1 inh	KCNQ1 pot	KCNK9 block	ANO1 block	DYRK1A inh	hERG rescue
c1ccc(P(c2ccccc2)c2ccccn2)cc1	i	i	i	i	-13	i	i	i	i	1	-2
Fc1cccc(C2NCc3ccccc3-n3cccc32)c1 (centres undefined)	i	i	i	x	-1	i	i	i	i	7	-5
N#CC1(c2ccccc2)CCN(C2CC(=O)N(c3ccc(F)cc3)C2=O)CC1 (centres undefined)	i	i	i	i	-7	i	i	i	i	0	-5
COc1cc(OC)c(OC)cc1/C=C1/C(=O)NC(=O)N(Cc2ccccc2)C1=O	i	i	i	i	3	i	i	i	i	3	-3
CN(C)C(=O)Oc1ccc2c(c1)O/C(=C\c1ccccc1)C2=O	i	i	i	i	-5	i	i	i	i	11	-6
CC(Cc1ccsc1)NCc1cn[nH]c1-c1ccc(F)cc1F (centres undefined)	i	i	i	i	x	i	i	i	i	-10	-11
CCCCCCC(=O)c1c(O)n(-c2ccccc2OC)c(=O)[nH]c1=O	i	i	i	i	-2	i	i	i	i	3	-7
CN1CCN(C(=O)COc2ccc(S(=O)(=O)N(C)Cc3ccccc3)cc2)CC1	i	i	i	i	4	i	i	i	i	3	-10
CC(=O)c1ccc(OC(NC(=O)Cc2ccccc2)C(Cl)(Cl)Cl)cc1 (centres undefined)	i	i	i	i	-3	i	i	i	i	-16	-6
CCCCCCC(=O)c1c(O)n(-c2ccccc2OC)c(=O)[nH]c1=O (tested in a mixture with another compound)	i	i	i	i	-8	i	i	i	i	x	-10
CC1CCCCC1NC1CCN(C)CC1 (centres undefined)	i	i	i	i	-4	i	i	i	i	14	-11
CCCCn1c(O)c(C(CC)=Nc2ccc(C(=O)O)cc2)c(=O)[nH]c1=O	i	i	i	i	3	i	i	i	i	-5	-3
CCNC(=S)NCCC1=c2ccccc2=N/C1=C\c1c(O)n(C)c(=O)n(C)c1=O	i	i	i	i	6	i	i	i	i	-6	-15
COCCCn1c(N)c(C(=O)NCc2ccco2)c2nc3ccccc3nc21	i	i	i	i	-14	i	i	i	i	4	-7
CCOC(=O)c1ccc(NC(=O)N2CC3CC(C2)c2cccc(=O)n2C3)cc1 (centres undefined)	i	i	i	i	-2	i	i	i	i	-6	-7
CCOC(=O)c1ccc(N=Cc2c(O)n(-c3ccccc3F)c(=S)[nH]c2=O)cc1	i	i	i	i	-2	i	i	i	i	3	-6
COCCOC(=O)c1c(C)oc2ccc(OC(=O)N(C)C)cc12	i	i	i	i	-8	i	i	i	i	1	-15
Cc1ccc2c(c1)CC1(CN2C)C(=O)NC(=O)N(CCc2ccccc2)C1=O (centres undefined)	i	i	i	i	10	i	i	i	i	-12	-18
CC(=O)N1CN2CN(C(C)=O)CC(C(=O)c3ccccc3)(C2)C1	i	i	i	i	5	i	i	i	i	x	-3
O=C1NC(=O)N(CCc2ccc(F)cc2)C(=O)/C1=C/c1cccs1	i	i	i	i	4	i	i	i	i	x	-15
O=C(c1cc2cc3ccc(Cl)cc3nc2o1)N1CCC2(CC1)OCCO2	i	i	i	i	-1	i	i	i	i	-2	-4
CNC(=O)O/N=C(\C)Cc1nnn(-c2cc(C)on2)n1	i	i	i	i	x	i	i	i	i	8	-7
COc1cccc(CN2CC=C(c3ccc(F)cc3)CC2)c1	i	i	i	i	-1	i	i	i	i	-4	-10
O=[N+]([O-])c1cnc[nH]1	i	i	i	i	2	i	i	i	i	7	-4
CO[C@H]1[C@@H](OC)CC(OC2OC(CO)C(O)C(O)C2O)/C(=C\C#N)[C@@H]1O (some centres undefined)	i	i	i	i	3	i	i	i	i	-5	-14

Three records drawn at random from the list so far:
SMILES	TRPC4 potent	KCNK3 block	TRPC4 act	TMEM16A act	HDAC3 inhib	KCNQ1 inh	KCNQ1 pot	KCNK9 block	ANO1 block	DYRK1A inh	hERG rescue
CN1CCN(C(=O)COc2ccc(S(=O)(=O)N(C)Cc3ccccc3)cc2)CC1	i	i	i	i	4	i	i	i	i	3	-10
O=C(c1cc2cc3ccc(Cl)cc3nc2o1)N1CCC2(CC1)OCCO2	i	i	i	i	-1	i	i	i	i	-2	-4
c1ccc(P(c2ccccc2)c2ccccn2)cc1	i	i	i	i	-13	i	i	i	i	1	-2

The results go on.
SMILES	TRPC4 potent	KCNK3 block	TRPC4 act	TMEM16A act	HDAC3 inhib	KCNQ1 inh	KCNQ1 pot	KCNK9 block	ANO1 block	DYRK1A inh	hERG rescue
O=C(Oc1ccc([N+](=O)[O-])cc1)N1CCC(N2CCCCC2)CC1	i	i	i	i	-9	i	i	i	i	0	-7
O=c1[nH]c(=O)n(-c2ccccc2Cl)c(O)c1C=NCCN1CCCCC1	i	i	i	i	2	i	i	i	i	-2	1
O=P(NCc1ccccc1)(Oc1ccccc1)Oc1ccccc1	i	i	i	i	3	i	i	i	i	6	-14
Cc1ccsc1C(=O)C1CCCN(Cc2cnc(N3CCCC3)s2)C1 (centres undefined)	i	i	i	i	2	i	i	i	i	-1	-3
FC(F)(F)c1ccccc1CNCCc1c[nH]c2ccccc12	i	i	i	i	0	i	i	i	i	2	-6
Cc1sc2c(c1C)C(c1cccs1)=NCC(=O)N2CC(=O)NCc1cccs1	i	i	i	i	6	i	i	i	i	26	1
C[n+]1c(-c2ccccc2)cc(CCCCc2cc(-c3ccccc3)[n+](C)c(-c3ccccc3)c2)cc1-c1ccccc1	i	i	i	i	-7	7*	i	i	i	-1	-21
O=C(NCc1cccnc1)Nc1ccccc1Cl	i	i	i	i	0	i	i	i	i	15	-7
CCc1ccc2nc(N3CCC(C(=O)N4CCC5(CC4)OCCO5)CC3)sc2c1	i	i	i	i	1	i	i	i	100*	3	2
N#CC(C#N)=Cc1ccc(N2CCOCC2)cc1	i	i	i	i	10	i	i	i	i	-11	-6
CCc1c(-c2ccccc2)nc2ccccc2c1C(=O)N1CCC2(CC1)OCCO2	i	i	i	i	3	i	i	i	i	x	-1
CCN1C[C@]2(COC)CC[C@H](OC)[C@@]34C1[C@]1(OCO[C@@]15C[C@H](OC)[C@H]1C[C@@H]3[C@@H]5[C@H]1OC)[C@@H](O)[C@H]24	x	i	x	i	-1	x	x	x	i	-4	x
CC(=O)OC1CC[C@]2(C#N)[C@H]3CC[C@]4(C)[C@H](C5C=CC(=O)O5)CCC4(O)C3CCC2(O)C1 (some centres undefined)	i	i	i	i	3	i	i	i	i	-3	-4
CCc1ccc(N2C(=O)NC(=O)/C(=C/c3cccn3CCOc3ccc(C(C)CC)cc3)C2=O)cc1 (centres undefined)	i	i	i	i	2	i	i	i	i	0	-2
C=CC1CN2CCC1CC2[C@@H](OC(=O)c1ccc(OC)cc1)c1ccnc2ccccc12 (some centres undefined)	i	i	i	i	2	i	i	i	i	x	-10
CCn1c(O)c(C=NCCc2c[nH]c3ccccc23)c(=O)[nH]c1=O	i	i	i	i	-2	i	i	i	i	-3	0
Cc1ccc2nc(N3CCC(C(=O)N4CCC5(CC4)OCCO5)CC3)sc2c1	i	i	i	i	-5	i	i	i	i	-9	-15

Source: PubChem BioAssay

These rows are one share of the data, so the mix of outcomes need not match the whole.
